Screening data as filed in PubChem BioAssay.
RGS7-Gao reg: modulates binding of RGS7 to human Galphao. Multiplexed bead flow cytometry; actives lie on both sides. binding response (% of control), % at 10 µM. hit rate 0.35% among 220,000. AID 1439. P09471; in the data active = binding response below about 49% or above about 150%; inconclusive = no clear call, values can overlap the other calls; inactive = in between;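 note: fluorescent Galphao held in activated GDP-AlF4 state binding bead-coupled RGS7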
Target sequence (P09471 whole entry, looked up): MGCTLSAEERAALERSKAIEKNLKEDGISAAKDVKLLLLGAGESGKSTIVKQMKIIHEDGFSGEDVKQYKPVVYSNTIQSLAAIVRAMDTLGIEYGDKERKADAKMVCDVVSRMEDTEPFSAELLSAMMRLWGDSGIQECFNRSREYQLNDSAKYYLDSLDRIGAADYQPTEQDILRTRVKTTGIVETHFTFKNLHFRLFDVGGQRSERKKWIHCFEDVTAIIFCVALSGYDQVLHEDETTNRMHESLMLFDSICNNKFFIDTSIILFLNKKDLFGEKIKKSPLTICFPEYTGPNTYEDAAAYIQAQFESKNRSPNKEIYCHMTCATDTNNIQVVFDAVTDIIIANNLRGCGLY
Bcl-W Bim block: inhibitors of Bim-Bcl-W interaction, human; Q92843; bead-based flow cytometry, Bim peptide-Bcl-W binding; inhibition, % at 10 µM; hit rate 0.02% among 190,000;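 note: 0% = bound tracer without compound and 100% = peptide blocker; higher means less fluorescent Bim peptide bound to Bcl-W beads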
Target sequence (Q92843 whole entry, looked up): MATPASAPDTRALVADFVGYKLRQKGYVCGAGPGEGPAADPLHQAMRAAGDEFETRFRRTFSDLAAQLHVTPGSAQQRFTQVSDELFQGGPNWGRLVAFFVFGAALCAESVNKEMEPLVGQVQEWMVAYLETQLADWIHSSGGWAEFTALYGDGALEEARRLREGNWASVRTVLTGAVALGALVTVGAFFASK
Bim-Bcl-B: inhibitors of Bim-Bcl-B interaction, human. bead-based flow cytometry, Bim peptide-Bcl-B binding. hit rate 0.073% among 190,000. inhibition, % at 10 µM;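 note: 0% = tracer peptide without compound and 100% = reference inhibitor peptide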
RGS4-Gao reg: human RGS4-Galphao interaction regulation | P09471 | Multiplexed bead flow cytometry, RGS4-Galphao binding; actives lie on both sides | binding response (% of control), % at 10 µM | hit rate 0.33% among 220,000; in the data active = binding response below about 49% or above about 150%; inactive = in between;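 note: fluorescent Galphao activated with aluminum fluoride binding bead-coupled RGS4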
Bim-Bfl-1: human Bim-Bfl-1 interaction inhibition. Q16548. Bead-based flow cytometry, Bim-Bfl-1 binding inhibition. inhibition, % at 10 µM. hit rate 0.12% among 190,000. AID 1008;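 note: 0% = wells without compound plus tracer and 100% = blocker peptide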
Bcl-2 Bim block: disrupts Bim peptide binding to human Bcl-2. inhibition, % at 10 µM. hit rate 0.06% among 190,000. P10415. Bead-based flow cytometry, Bim peptide-Bcl-2 binding; in the data active = inhibition above about 40%; inconclusive = no clear call, values can overlap the other calls;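 note: 0% = no compound wells with probe peptide and 100% = reference peptide inhibitor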
Target sequence (P10415 whole entry, looked up): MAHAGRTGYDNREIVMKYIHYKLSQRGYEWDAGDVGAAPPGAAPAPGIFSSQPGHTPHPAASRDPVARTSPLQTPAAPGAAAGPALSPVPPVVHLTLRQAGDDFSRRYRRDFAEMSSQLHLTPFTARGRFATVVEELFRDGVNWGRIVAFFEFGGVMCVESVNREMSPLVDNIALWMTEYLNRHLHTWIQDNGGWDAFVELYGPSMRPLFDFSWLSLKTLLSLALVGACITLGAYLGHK
Mcl1-Noxa inh: disrupts binding of human Mcl-1 to Noxa peptide; Q07820; TR-FRET Mcl-1/Noxa peptide binding, 2 h; inhibition, % at 21.7 µM; hit rate 1.5% among 220,000; AID 1022;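 active = compounds that cut the protein-peptide binding signal by more than 50% relative to plate controls in a single-dose test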;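 note: His-tagged Mcl-1 with rhodamine Noxa BH3 peptide and terbium anti-His antibody; 0% = Mcl-1 plus Noxa peptide wells and 100% = peptide-only wells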
Bim-Bcl-XL: disrupts Bim peptide binding to human Bcl-XL; Q07817; bead flow cytometry, fluorescence; inhibition, % at 10 µM; hit rate 0.04% among 190,000; AID 1007
Target sequence (Q07817 whole entry, looked up): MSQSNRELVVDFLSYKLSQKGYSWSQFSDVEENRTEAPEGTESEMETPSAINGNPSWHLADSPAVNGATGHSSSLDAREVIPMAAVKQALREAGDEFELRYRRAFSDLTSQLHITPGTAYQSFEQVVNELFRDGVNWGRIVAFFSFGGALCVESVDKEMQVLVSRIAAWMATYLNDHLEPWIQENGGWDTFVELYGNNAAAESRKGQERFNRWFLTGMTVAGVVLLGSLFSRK
Bim-Mcl-1: disrupts Bim peptide binding to human Mcl-1; hit rate 0.1% among 190,000; Bead-based flow cytometry, Bim peptide-Mcl-1 binding; Q07820; inhibition, % at 10 µM; AID 1009;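 note: 0% = no compound tracer wells and 100% = peptide blocker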
Mcl1 Bid PPI: Mcl-1/Bid interaction inhibition | TR-FRET Mcl-1/Bid-Dy647 peptide binding, 1536-well | inhibition, % at 21.7 µM | hit rate 0.97% among 220,000;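 active = compounds that cut the binding signal by more than half at the single screening dose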;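 note: His-tagged Mcl-1 with europium anti-His antibody binding Bid BH3 peptide; 0% = Mcl-1 plus peptide wells and 100% = peptide-only wells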
RGS8-Gao: modulates binding of RGS8 to human Galphao. multiplexed bead flow cytometry; actives lie on both sides. hit rate 0.34% among 220,000. response (percent of control binding), % at 10 µM; in the data active = response below about 60% or above about 140%; inactive = in between;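 note: Galphao activated as the GDP aluminium fluoride complex binding bead-coupled RGS8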
* marks the source's active call; other numbers are inactive results; ? = inconclusive; / = not tested or not shown. Cut-off read from the data, not from the text of the source, unless noted: active = inhibition above about 40%.

Order of results – RGS7-Gao reg, Bcl-W Bim block, Bim-Bcl-B, RGS4-Gao reg, Bim-Bfl-1, Bcl-2 Bim block, Mcl1-Noxa inh, Bim-Bcl-XL, Bim-Mcl-1, Mcl1 Bid PPI, RGS8-Gao
(1) COc1ccc(OCc2cccc(C(=O)Nn3cc([N+](=O)[O-])cn3)c2)cc1
→ 100.7, 0.0, 3.0, 102.3, 0.0, -1.0, 5.6, 0.0, 0.0, -16.3, 93.2
(2) CN(NS(C)(=O)=O)c1ncc(C(F)(F)F)cc1Cl
→ 104.0, 0.0, -2.0, 103.9, -6.0, -4.0, -3.7, 0.0, 0.0, -13.2, 106.1
(3) COc1cccc(/C=C(\C#N)C(=O)NC2CCS(=O)(=O)C2)c1 (configuration not stated)
→ 101.0, -3.0, 1.0, 99.8, -2.0, -2.0, 16.5, 0.0, -6.0, 1.9, 102.3
(4) Cc1ccc2[nH]cc(C(=O)CN3CCN(c4ccccn4)CC3)c2c1
→ 95.7, 2.0, -3.0, 95.9, 0.0, -4.0, -17.1, 0.0, -2.0, -30.2, 111.7
(5) COC(=O)c1cn(N(C)c2ncc(C(F)(F)F)cc2Cl)c(=O)c2ccccc12
→ 102.2, 1.0, -7.0, 100.9, -8.0, -11.0, 4.2, -3.0, -1.0, 9.8, 105.9
(6) COc1ccc(-c2nn(-c3ccccc3)cc2/C=N/N2C(=O)CSC2=S)cc1
→ 91.6, -2.0, -8.0, 94.5, -14.0, -11.0, -80.2, -8.0, -5.0, -91.0, 95.3
(7) CC1Cc2ccccc2N1C(=O)Cn1nc(C(=O)O)c2ccccc2c1=O (configuration not stated)
→ 88.3, 0.0, 0.0, 90.3, 0.0, -1.0, -7.3, -1.0, 0.0, -8.2, 98.8
(8) CCOc1ccc2c(=O)c(-c3ccc4c(c3)OCCCO4)c(C)oc2c1
→ 103.1, -8.0, -10.0, 98.9, 1.0, -3.0, -8.9, -9.0, -9.0, -9.3, 105.3
(9) CCCC(=O)Nc1nc2ccc(C(=O)OCC)cc2s1
→ 97.0, 2.0, -4.0, 95.2, -5.0, -2.0, 3.6, -1.0, 0.0, -3.7, 95.0
(10) CC(NS(=O)(=O)c1ccc(Br)cc1)C(=O)NCc1ccco1 (configuration not stated)
→ ?, 3.0, 0.0, 87.6, -6.0, -1.0, 5.7, 0.0, 1.0, -27.4, 92.7
(11) CCC(C)[C@H](NC(=O)NCc1ccc(F)cc1)C(=O)O (some centres not stated)
→ ?, /, /, 105.6, /, /, 1.0, /, /, -2.0, 104.6
(12) COc1ccc([N+](=O)[O-])cc1NC(=O)COC(=O)/C=C/c1ccco1
→ 105.4, -5.0, -8.0, 109.2, 0.0, -3.0, -2.8, -6.0, -3.0, -31.6, 101.5
(13) CC(=O)c1c(C(C)=O)c(C)n(-c2nc(-c3ccc(Br)cc3)c(C)s2)c1C
→ 89.9, 0.0, -9.0, 90.6, -12.0, -9.0, -4.9, -7.0, 1.0, -9.2, 94.3
(14) CC(C)(C)c1nn2cnnc2n(/N=C/c2cccc3ccccc23)c1=O
→ 111.0, -5.0, -4.0, 101.7, -3.0, -8.0, -11.0, -6.0, -2.0, 10.0, 103.0
(15) CS(=O)(=O)c1ccc(C(=O)NCc2ccc(F)cc2)cc1
→ 103.7, -2.0, -3.0, 101.3, -3.0, -2.0, 7.6, -1.0, 0.0, -27.6, 102.0
(16) c1ccc(NCc2cccnc2)cc1
→ 96.9, 0.0, -2.0, 100.0, -6.0, -4.0, 2.6, 1.0, 4.0, -80.0, 96.5
(17) CCN(c1ccc(OCC(=O)OCC(=O)Nc2ccc(F)c(F)c2F)cc1)S(=O)(=O)c1ccccc1
→ 97.3, 0.0, 0.0, 94.6, 0.0, -1.0, 2.3, -2.0, -1.0, 2.4, 85.8
(18) Cc1cccn2c(=O)c3cc(C(=O)O)n(C)c3nc12
→ 100.0, -1.0, -3.0, 103.1, -2.0, 0.0, 22.7, -4.0, 1.0, 19.6, 103.6
(19) CCN(CC)C(=O)N1CCn2c(nc3ccccc32)C1
→ 99.1, -6.0, -8.0, 102.5, -6.0, -4.0, -21.0, -9.0, -5.0, -1.7, 102.4
(20) Nc1ccc(CNc2ncn[nH]2)cc1
→ ?, /, /, 102.3, /, /, 19.5, /, /, -123.7, 100.3
(21) CCCc1nc2oc3c(NCC(C)O)ncnc3c2c2c1CCCC2 (configuration not stated)
→ ?, /, /, 92.0, /, /, 0.8, /, /, -9.1, 97.1
(22) COc1ccc(F)cc1S(=O)(=O)N1CCCC(C)C1 (configuration not stated)
→ 97.8, 0.0, -4.0, 98.4, 0.0, 0.0, 9.8, -1.0, -4.0, -18.3, 97.1
(23) CCC1C(=O)N=C(SCC(=O)Nc2nc3ccccc3s2)NC1=O (configuration not stated)
→ 107.8, -2.0, -6.0, 101.6, -8.0, -4.0, 18.1, -3.0, -5.0, -10.5, 103.9
(24) O=C(/C=C1\NCC2c3ccccc3CCN2C1=O)c1ccccc1 (configuration not stated)
→ 97.5, -1.0, 2.0, 100.5, 1.0, 1.0, 1.6, 0.0, -1.0, -58.1, 101.1
(25) O=C(NCCc1cccs1)c1ccc(Cl)cc1
→ ?, /, /, 105.8, /, /, -3.4, /, /, -5.3, 102.6
(26) CCOc1cc(C(=S)N2CCN(C)CC2)ccc1OCC(=O)N1CCOCC1
→ 101.9, 0.0, -5.0, 100.2, -11.0, -7.0, /, 0.0, -1.0, -39.1, 101.3
(27) Cc1c(NC(=O)C(C)n2cc([N+](=O)[O-])cn2)c(=O)n(-c2ccccc2)n1C (configuration not stated)
→ 104.3, -3.0, -5.0, 105.4, -3.0, -1.0, 16.4, -4.0, -2.0, -10.7, 102.6
(28) Cc1ccc(Cl)cc1NC(=O)COC(=O)c1ccc(COc2ccc3c(C)cc(=O)oc3c2)cc1
→ 106.8, -1.0, -2.0, 106.2, 2.0, 1.0, -0.8, -1.0, -2.0, 57.1*, 103.2
(29) COc1ccc(CCC(=O)Nc2ccc(Cl)c(S(=O)(=O)N3CCCC3)c2)cc1
→ /, /, /, 85.3, /, /, 3.6, /, /, -14.8, 93.6
(30) Cc1ccc(NC2=CC(=O)CCC2)cc1C
→ 103.5, -1.0, 1.0, 114.0, -3.0, 0.0, -2.5, -4.0, 0.0, -57.6, 105.4

31: CC1(C)CC(c2nc(-c3ccccc3)cs2)CCS1 (configuration not stated)
32: CC(c1nccs1)N(C)C(=O)CCc1nnc(-c2ccc(-c3ccccc3)cc2)o1 (configuration not stated)
33: Cc1c(Br)c([N+](=O)[O-])nn1CCCC(=O)Nc1sc2c(c1C#N)CCC2
34: COc1ccc(-c2nc3oc4cc(OC)ccc4c(=O)c3c(=O)n2Cc2ccco2)cc1
35: CCOC(=O)Cc1csc(NC(=O)Cc2ccc(C)cc2)n1
36: CC1SCC(=O)N(CC(=O)NC2CCCCC2)C1=O (configuration not stated)
37: O=C(Nc1ccc(N2CCCC2)cc1)c1cccc(-c2cc3ccccc3oc2=O)c1
38: COc1ccc(-c2[nH]c(-c3ccccc3)nc2SCC(=O)NC2CCCC2)cc1
entry no.	31	32	33	34	35	36	37	38
RGS7-Gao reg	99.2	94.8	117.5	99.9	101.9	100.9	123.8	108.1
Bcl-W Bim block	-16.0	0.0	1.0	-1.0	3.0	4.0	-17.0	-7.0
Bim-Bcl-B	12.0	-4.0	-31.0	-11.0	0.0	-3.0	-62.0	-5.0
RGS4-Gao reg	96.4	93.2	88.7	93.6	98.9	102.8	102.4	107.9
Bim-Bfl-1	-3.0	-8.0	10.0	-3.0	0.0	0.0	25.0	-1.0
Bcl-2 Bim block	8.0	-7.0	0.0	-7.0	2.0	0.0	-5.0	-2.0
Mcl1-Noxa inh	13.2	-0.9	48.2	51.5*	-9.2	3.1	33.4	14.4
Bim-Bcl-XL	-7.0	-8.0	-7.0	-14.0	-2.0	0.0	-29.0	-6.0
Bim-Mcl-1	-19.0	0.0	-7.0	-5.0	0.0	1.0	-27.0	-2.0
Mcl1 Bid PPI	0.3	-12.9	-9.8	27.6	-19.1	2.9	-10.1	-17.9
RGS8-Gao	97.8	95.3	84.5	96.4	100.5	103.8	85.0	105.9

From no. 31 as far as 35, copied from above:
31: CC1(C)CC(c2nc(-c3ccccc3)cs2)CCS1 (configuration not stated)
32: CC(c1nccs1)N(C)C(=O)CCc1nnc(-c2ccc(-c3ccccc3)cc2)o1 (configuration not stated)
33: Cc1c(Br)c([N+](=O)[O-])nn1CCCC(=O)Nc1sc2c(c1C#N)CCC2
34: COc1ccc(-c2nc3oc4cc(OC)ccc4c(=O)c3c(=O)n2Cc2ccco2)cc1
35: CCOC(=O)Cc1csc(NC(=O)Cc2ccc(C)cc2)n1
entry no.	31	32	33	34	35
RGS7-Gao reg	99.2	94.8	117.5	99.9	101.9
Bcl-W Bim block	-16.0	0.0	1.0	-1.0	3.0
Bim-Bcl-B	12.0	-4.0	-31.0	-11.0	0.0
RGS4-Gao reg	96.4	93.2	88.7	93.6	98.9
Bim-Bfl-1	-3.0	-8.0	10.0	-3.0	0.0
Bcl-2 Bim block	8.0	-7.0	0.0	-7.0	2.0
Mcl1-Noxa inh	13.2	-0.9	48.2	51.5*	-9.2
Bim-Bcl-XL	-7.0	-8.0	-7.0	-14.0	-2.0
Bim-Mcl-1	-19.0	0.0	-7.0	-5.0	0.0
Mcl1 Bid PPI	0.3	-12.9	-9.8	27.6	-19.1
RGS8-Gao	97.8	95.3	84.5	96.4	100.5

Further compounds.
39: CN1CCN(c2ccc(C(=O)c3ccc(F)cc3)cc2)CC1
40: COc1ccc(/C(C)=N/NC(=O)c2cc(-c3cccnc3)nc3ccccc23)cc1
41: Cc1cc(Cl)ccc1OCCCC(=O)OCC(N)=O
42: COc1ccc(CC(=O)NC(C)c2nnc(SCC(=O)c3ccc(Br)cc3)n2C)cc1 (configuration not stated)
43: CCOC(=O)c1ccc(NC(=O)CSc2nnc(CNC(=O)c3ccccc3F)o2)cc1
44: CC(=O)OCc1cc2cccc(C)c2[nH]c1=O
45: C#CCCCCCCC#CCN(C)C
46: COc1ccc(C(NC(=O)C2C3C=CC(C3)C2C(=O)O)c2ccccc2)cc1 (configuration not stated)
entry no.	39	40	41	42	43	44	45	46
RGS7-Gao reg	92.1	98.7	95.4	87.8	99.7	102.1	94.6	101.9
Bcl-W Bim block	0.0	0.0	-2.0	5.0	4.0	1.0	-4.0	-1.0
Bim-Bcl-B	2.0	-6.0	-4.0	-6.0	-8.0	0.0	-6.0	-2.0
RGS4-Gao reg	92.3	98.7	93.6	92.7	100.3	100.7	96.6	100.6
Bim-Bfl-1	-1.0	-15.0	-9.0	-9.0	-10.0	-2.0	-2.0	-7.0
Bcl-2 Bim block	1.0	-5.0	-5.0	0.0	-1.0	-3.0	-4.0	0.0
Mcl1-Noxa inh	8.4	10.2	11.3	6.8	0.8	11.5	36.5	17.4
Bim-Bcl-XL	0.0	-2.0	-6.0	0.0	0.0	0.0	-7.0	0.0
Bim-Mcl-1	2.0	-1.0	-3.0	4.0	5.0	0.0	-4.0	0.0
Mcl1 Bid PPI	-17.7	-7.9	-17.1	7.2	-17.7	1.0	54.9*	-19.2
RGS8-Gao	99.6	100.5	100.2	94.9	101.5	98.2	100.5	102.9

Compounds as they come; about 2.7% have a hit in one of these screens.
